Screening results (PubChem BioAssay)
bIAP inhibitor = blocks bovine intestinal alkaline phosphatase activity | inhibition, % at 20 µM | 190,000 tested, under 10 active | purified bovine IAP, CDP-star luminescence, 30 min;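 active = over 50% inhibition of intestinal alkaline phosphatase at 20 µM in the single-dose screen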
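Assay system: bovine IAP enzyme; medium: DEA buffer 100 mM, pH 9.8, with MgCl2 1.0 mM, ZnCl2 0.02 mM; doses: 20 µM single dose; incubation: enzyme reaction for 30 min at room temperature; detection: CDP-star luminescence signal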
APP transl inh = APP translation inhibition. SH-SY5Y APP 5'UTR-luciferase reporter, luminescence. inhibition, % at 2 µM. 0.82% of 190,000 active. AID 1285;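 active = inhibition above a set limit, derived from the sample mean plus 3 SD, cut at about 45% in these data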; also: values of inactives mirror those of a sister screen read the other way
FLuc stim CS = affects firefly luciferase, flagging false hits in luciferase stimulation screens; 200,000 tested, under 10 active; AID 1027; P08659; ATPlite luciferase biochemical, luminescence, 10 min; 0 = ATP-free wells, 1 = DMSO control; activation factor at 10 µM;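 active = luciferase activation factor, scaled between plate controls, of at least 2 with compound at 10 µM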
Target sequence (P08659 whole entry, looked up): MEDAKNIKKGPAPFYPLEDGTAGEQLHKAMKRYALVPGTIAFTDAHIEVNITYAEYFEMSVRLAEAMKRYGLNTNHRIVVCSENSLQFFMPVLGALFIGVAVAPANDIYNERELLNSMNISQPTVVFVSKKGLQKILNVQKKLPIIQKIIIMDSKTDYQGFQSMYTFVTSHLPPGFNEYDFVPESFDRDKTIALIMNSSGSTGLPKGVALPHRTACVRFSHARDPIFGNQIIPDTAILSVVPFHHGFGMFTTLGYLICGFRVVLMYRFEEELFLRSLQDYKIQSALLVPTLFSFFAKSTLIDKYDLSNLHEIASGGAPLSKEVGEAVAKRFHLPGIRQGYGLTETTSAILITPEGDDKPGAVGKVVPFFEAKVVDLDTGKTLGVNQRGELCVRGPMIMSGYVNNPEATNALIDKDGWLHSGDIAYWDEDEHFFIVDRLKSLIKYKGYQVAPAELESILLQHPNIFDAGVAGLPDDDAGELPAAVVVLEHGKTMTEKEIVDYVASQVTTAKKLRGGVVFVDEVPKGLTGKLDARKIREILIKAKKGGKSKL
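Assay system: Luciferase/luciferin reagent mix; Medium: PBS as buffer for the ATP substrate; Dosing: test compounds dosed from 2 mM stocks in 100% DMSO; Times: 10 min, room temperature; Signal: luminescence from luciferase reaction; Read-out: luciferase activation; Controls: No-ATP low control, compound-free enzyme-plus-ATP high control.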
TNAP inh noacc = TNAP (human) inhibition, acceptor-free conditions; purified TNAP, CDP-star luminescence, 30 min; inhibition, % at 20 µM; 0.26% of 200,000 active;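 active = tissue-nonspecific alkaline phosphatase inhibition above about 50% at 20 µM in the single-dose screen, limit read from the data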;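 also: 0% = DMSO negative control and 100% = EDTA positive control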
Target sequence (P05186 whole entry, looked up): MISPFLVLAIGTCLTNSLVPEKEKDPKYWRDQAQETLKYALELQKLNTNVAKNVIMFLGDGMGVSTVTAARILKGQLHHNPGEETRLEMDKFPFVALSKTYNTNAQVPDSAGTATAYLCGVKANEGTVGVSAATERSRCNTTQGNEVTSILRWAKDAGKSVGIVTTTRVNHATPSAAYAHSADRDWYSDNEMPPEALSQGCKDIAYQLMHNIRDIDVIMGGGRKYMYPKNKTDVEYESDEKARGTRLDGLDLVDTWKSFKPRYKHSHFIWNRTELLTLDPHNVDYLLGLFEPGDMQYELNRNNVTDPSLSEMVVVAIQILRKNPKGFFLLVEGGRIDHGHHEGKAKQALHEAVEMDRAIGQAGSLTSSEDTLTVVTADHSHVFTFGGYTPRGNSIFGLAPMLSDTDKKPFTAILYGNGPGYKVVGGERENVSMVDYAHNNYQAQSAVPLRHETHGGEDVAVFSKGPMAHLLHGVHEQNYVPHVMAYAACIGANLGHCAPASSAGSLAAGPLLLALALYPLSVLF
FLuc inh counter = counter-screen for luciferase assay inhibitors: firefly luciferase inhibition; P08659; ATPLite firefly luciferase biochemical luminescence, 10 min; inhibition, % at 10 µM; 1.5% of 200,000 active; AID 1006;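 active = inhibition above about 50% when tested at 10 µM, limit read from the data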
TNAP inh hi DEA = blocks human TNAP under high phosphate acceptor concentration. inhibition, % at 20 µM. 0.03% of 200,000 active. P05186. purified TNAP, CDP-star luminescence, 1 M DEA;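 active = over 50% inhibition of tissue-nonspecific alkaline phosphatase at 20 µM in the single-dose screen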;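 also: plate controls were DMSO wells for no effect and EDTA-quenched wells as full inhibition for full effect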
TNAP act hi DEA = activators of human TNAP at high phosphate acceptor concentration. activation factor at 20 µM. purified TNAP, CDP-star luminescence, 1 M DEA, 30 min; active compounds read high; 0 = EDTA background, 1 = DMSO-only activity. P05186. 200,000 tested, under 10 active;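 active = activation factor at least 2 at 20 µM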
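Test system – human TNAP · Doses – 20 µM single point · Incubation – 30 min, room temperature · Signal – luminescent substrate turnover signal · Read-out basis – activation factor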
RAM inhibit = inhibitors of the yeast RAM network. S. cerevisiae dse1pr::URA3 reporter, 5-FOA growth OD615, 2 d; analog-sensitive cbk1-as2 kinase mutant strain. inhibition, % at 50 µM. 1.8% of 190,000 active. AID 868;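 active = inhibition above a set limit, 3 SD over mean compound inhibition, cut at about 8.4% in these data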;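 also: 0% = DMSO-only wells with no growth and 100% = 10 µM 1-NA-PP1 full growth; inhibition rescues growth on 5-FOA so higher OD means more RAM inhibition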
bIAP act = increases bovine intestinal alkaline phosphatase activity; AID 1016; 0.17% of 200,000 active; activation factor at 20 µM; purified bovine IAP, CDP-star luminescence, 30 min; active compounds read high; fold of DMSO-control signal, blank-subtracted;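 active = activation factor of 2 or more at 20 µM, a signal rise over negative controls twice the positive control's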
Lmaj promast = reduces viability of Leishmania major promastigotes. resazurin fluorescence viability. inhibition, % at 10 µM. 9% of 200,000 active. AID 1063; in the data active = inhibition above about 50%;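 also: promastigotes grown with compound for 44 hours at 28 °C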
Numbers without * were called inactive; x = not tested or not shown.

SMILES	bIAP inhibitor	APP transl inh	FLuc stim CS	TNAP inh noacc	FLuc inh counter	TNAP inh hi DEA	TNAP act hi DEA	RAM inhibit	bIAP act	Lmaj promast
CC1(C)Cc2cccc(OCC(N)=O)c2O1	3.8	1.5	1.1	-3.8	-6.0	-5.2	1.1	-0.3	1	-5.0
CCC(=O)OCC(=O)Nc1ccc([N+](=O)[O-])cc1OC	-0.1	-5.5	1	-13.1	-4.0	-2.6	1	0.1	1	-3.1
Cc1ccccc1-c1nc(SCc2ccccn2)c2c(=O)n(C)c(=O)n(C)c2n1	-13.9	-5.6	1	5.0	-3.0	1.2	1	5.2	1.1	17.4
CC(C(=O)NCC1CCCCC1)N(C)Cc1cccc(Cl)c1 (stereo not given)	-13.0	-19.3	1	-0.7	-0.1	-0.3	1	2.3	1.1	-1.1
C=CCNC(=O)NC(=O)COC(=O)/C(C#N)=C/c1cc(C)n(CC(C)C)c1C	12.4	-10.6	1	-3.0	-2.5	-6.3	1.1	2.4	0.9	-3.3
O=C(NC1CCCC1)c1cc(-c2cccs2)on1	21.3	-121.2	0.7	-10.8	27.7	-6.1	1.1	0.3	0.8	-1.1
Cc1ccc(S(=O)(=O)c2n[nH]n3c2nc(=O)c2ccccc23)cc1	-2.5	-3.3	1.1	2.1	-7.2	-3.9	1	3.1	1	-5.4
O=C(NN1CCOCC1)c1cc(-c2cccs2)nc2ccccc12	10.8	-0.7	1	-7.9	-0.3	-2.9	1	2.6	0.9	-1.2
COc1ccc(-c2nnc(SCc3nnc(-c4ccccc4)o3)n2-c2ccccc2)cc1	3.0	8.5	1.1	-11.7	-5.7	-7.2	1.1	3.8	1	3.4
CC1(C)OC(c2ccccc2)=C/C(=C/C=N/NC(=O)c2ccncc2)O1	19.1	3.5	1	32.2	4.0	22.5	0.8	1.8	0.8	7.2
CCc1cccc(NC(=O)Cn2cc(C=O)c3ccccc32)c1	13.1	26.2	1	-2.1	-4.8	-2.2	1	3.9	0.9	14.5
CC(NC(=O)Nc1ccc(Cl)cc1)C1CCCO1 (stereo not given)	12.4	1.4	1	-13.0	3.2	-8.3	1.1	0.0	0.9	-1.7
O=C(NNC1=C(C(=O)C(F)(F)F)CCC1)c1ccccc1Cl	-12.4	-5.6	1.1	-10.0	-8.7	-5.2	1.1	0.8	1.1	3.5
COc1ccc(C(=O)NCc2nnc(SCC(=O)N3CCc4ccccc43)o2)cc1OC	8.8	7.1	1	-5.9	-4.2	-2.9	1	2.9	0.9	-1.1
CN(C)/C=N/C(=S)Nc1ccccc1F	13.9	-12.4	1	-8.7	-2.8	-3.6	1	0.8	0.9	-2.6
Cc1cccc(OCc2nnc(SCC(=O)Nc3cccc(C(=O)N4CCOCC4)c3)n2C)c1	10.1	-1.2	1	-7.0	-3.2	-2.5	1	0.1	0.9	5.3
Cc1ccnc2nc(C(=O)NCc3cccs3)nn12	-3.9	9.7	1	-1.1	3.8	3.3	1	1.9	1	-0.2
OCC1OC(n2cnc3c(NC4CCCCC4)ncnc32)C(O)C1O (stereo not given)	-7.4	-17.1	1.1	-7.0	-12.4	-6.0	1.1	-0.5	1.1	-8.9
O=C1NC(=S)S/C1=C\c1ccc(SCc2ccco2)o1	-11.3	-14.8	0.9	8.3	5.8	17.5	0.8	4.0	1.1	-8.4
CC(=O)CC(=O)Nc1ncccn1	-1.8	4.7	1.1	-11.9	-6.1	-3.9	1	0.6	1	-3.0
CCc1ccccc1NC(=O)CSc1ccsc1[N+](=O)[O-]	17.6	-15.5	1	-8.4	-2.4	0.0	1	3.6	0.8	47.4
Cc1nn(Cc2ccc(F)cc2Cl)c(C)c1[N+](=O)[O-]	-9.3	-10.0	1	-7.8	-1.3	-5.0	1.1	-1.7	1.1	20.5
O=C1c2cccc3c([N+](=O)[O-])ccc(c23)C(=O)N1c1ccccn1	6.1	81.0*	1	-8.7	2.6	0.4	1	0.5	0.9	100.5*
FC(F)(F)c1cc(NCc2cccs2)n2ncnc2n1	-3.3	0.7	1	-21.3	-0.8	-5.2	1.1	0.9	1	0.0
CCC(c1nnnn1CCOC)N1CCN(Cc2ccccc2OC)CC1 (stereo not given)	20.7	3.6	1.1	-3.1	-10.9	-7.4	1.1	0.5	0.8	-6.7
C=CCc1ccc(O)c(-c2ccc(O)c(CC=C)c2)c1	11.6	-5.5	1	0.2	-2.6	0.6	1	-1.5	0.9	17.4
O=C(CSc1nc2ccccc2c(=O)n1-c1ccccc1F)Nc1ccc2c(c1)CCC2	28.7	9.2	1.1	-8.8	-5.4	-2.9	1	5.2	0.7	98.5*
Cc1cc(C)cc(-n2cccc2/C=C2/C(=N)N3C(=NC2=O)SN=C3S(C)(=O)=O)c1	-13.3	-4.9	1	12.3	-2.6	-2.0	1	6.3	1.1	-6.7
C=CCNc1cnn(-c2ccc(C)cc2)c(=O)c1Cl	0.6	-92.1	1	-2.7	1.2	1.9	1	0.4	1	-6.3
O=C(NCCCc1ccccc1)c1cc([N+](=O)[O-])ccc1Cl	3.1	23.2	1	-7.8	-3.7	-8.1	1.1	-0.3	1	-2.9
CCOc1ccccc1N1C(=O)c2ccc(C(=O)O)cc2C1=O	7.2	0.7	1.1	-18.4	-8.0	-7.5	1.1	0.9	0.9	-4.1
O=C(/C=C/Nc1ccccc1)c1ccc(Oc2ncccn2)cc1	-2.5	-21.5	0.6	-5.1	43.5	0.2	1	3.8	1	-7.2
Cc1cc(N)n2nc(-c3ccccc3)cc2n1	6.7	-118.2	0.1	-1.2	90.6*	4.8	1	-0.5	0.9	54.9*
COc1ccc(-c2ccc(OC)cc2)cc1	-3.3	-0.5	0.9	3.8	12.5	6.4	0.9	2.0	1	-3.6
CC(C)(C)C(=O)Nc1nc(=S)ss1	8.6	x	1.1	-6.9	-7.8	0.5	1	-0.3	0.9	-0.2
COc1cc(NC(=O)CSc2nnc3n2C(C)(C)Cc2ccccc2-3)cc(OC)c1	7.4	1.2	1.1	-2.0	-7.9	-10.8	1.1	8.2	0.9	1.4
CC(C)NC(=O)CC1OC(=O)c2ccccc21 (stereo not given)	2.4	-9.2	1.1	6.4	-11.0	-3.7	1	-0.4	1	8.3
Cc1nccc2oc(=O)c(NC(=O)c3ccc(Cl)cc3)cc12	-5.9	21.5	1	-8.5	-0.8	-1.3	1	-0.5	1.1	0.2
CC(C)OC(=O)[C@H]1[C@H](c2ccc(Cl)cc2)[C@@](C#N)(C(N)=O)[C@@H]2C=CC(C(N)=O)=CN21	1.6	-12.0	1.1	-16.3	-7.5	-4.6	1	2.2	1	-3.3
O=c1[nH]c(N2CCN(Cc3ccccc3)CC2)nc2c1CCC2	-0.4	-8.0	1	-6.4	0.3	-5.0	1.1	1.8	1	-0.8
COc1ccc(C)cc1NC(=O)C1C2C=CC(C2)C1C(=O)O (stereo not given)	13.3	2.3	1.1	-15.2	-7.9	-4.6	1	-1.4	0.9	-4.2
O=C(/C=C/Nc1ccccc1C(=O)O)c1cccs1	12.4	-49.8	0.4	-7.6	64.7*	7.5	0.9	0.2	0.9	-5.1
CCn1c(SCC(=O)Nc2cc(C)on2)nc2c1c(=O)n(C)c(=O)n2C	15.0	3.6	1.1	-7.0	-8.9	-7.5	1.1	2.6	0.8	3.7
O=C1NCCCCC1NC1CC(=O)N(c2ccccc2)C1=O (stereo not given)	1.3	11.8	1.1	-7.3	-11.6	-8.1	1.1	0.4	1	-1.3
Nc1nc(SCC(=O)N2CCN(S(=O)(=O)c3ccc(Cl)cc3)CC2)n[nH]1	-24.8	11.1	1	-37.8	-1.4	-2.5	1	2.8	1.2	-1.0
O=C(Nc1nc(-c2ccc(S(=O)(=O)N3CCCCCC3)cc2)cs1)c1ccccc1	26.0	-3.4	1	-12.2	0.4	-2.6	1	0.9	0.7	12.4
O=C(N/N=C/c1cccnc1)C1CCCN(S(=O)(=O)c2ccccc2)C1 (stereo not given)	-2.0	7.5	1	-10.9	-3.7	2.8	1	0.3	1	0.3
O=C(NCc1ccccc1)c1cc(-c2cccs2)on1	10.8	-16.9	1	-8.2	-0.1	-4.0	1	0.5	0.9	-9.8
O=C(NC(=S)N1CCc2ccccc21)c1ccco1	1.8	-17.4	0.8	-3.4	19.7	-3.1	1	0.1	1	-4.5
CCCCNC(=O)Cn1cnc2c(cnn2-c2ccc(C)c(C)c2)c1=O	-1.4	0.8	1.1	-0.8	-5.1	-1.4	1	2.9	1	-5.4
COc1ccc2cc(CN(CCCN3CCOCC3)Cc3nnnn3C3CCCC3)c(=O)[nH]c2c1	-29.3	2.1	1	-8.8	0.5	-2.8	1	2.0	1.3	2.5
O=C(Nc1ccccc1)Nc1ccc(C(=O)N2CCOCC2)cc1	-12.5	-54.6	0.4	-7.6	55.2*	-4.0	1	0.9	1.1	-5.2
N/C(=N\OC(=O)COc1cc(Cl)c(Cl)cc1Cl)c1ccncc1	-16.0	-83.7	1	-11.3	-1.8	-2.8	1	0.4	1.2	-5.5
O=C(C1CC(c2ccc(F)cc2)=NO1)N1CCN(Cc2ccccc2)CC1 (stereo not given)	0.5	-13.8	1	4.8	-4.2	-5.8	1.1	0.7	1	88.6*
N#C/C(=N/Nc1ccc([N+](=O)[O-])cc1)C(=N)N1CCCCC1	x	-174.0	0.9	35.3	12.9	40.6	0.6	-1.5	0.5	9.3

Three of these compounds in another layout:
The line under a structure holds: bIAP inhibitor | APP transl inh | FLuc stim CS | TNAP inh noacc | FLuc inh counter | TNAP inh hi DEA | TNAP act hi DEA | RAM inhibit | bIAP act | Lmaj promast
Cc1ccc(S(=O)(=O)c2n[nH]n3c2nc(=O)c2ccccc23)cc1
 : -2.5 | -3.3 | 1.1 | 2.1 | -7.2 | -3.9 | 1 | 3.1 | 1 | -5.4
COc1ccc2cc(CN(CCCN3CCOCC3)Cc3nnnn3C3CCCC3)c(=O)[nH]c2c1
 : -29.3 | 2.1 | 1 | -8.8 | 0.5 | -2.8 | 1 | 2.0 | 1.3 | 2.5
Cc1nccc2oc(=O)c(NC(=O)c3ccc(Cl)cc3)cc12
 : -5.9 | 21.5 | 1 | -8.5 | -0.8 | -1.3 | 1 | -0.5 | 1.1 | 0.2

Arranged by the number under TNAP inh noacc (lowest first): 3 from the list above.
| mol | bIAP inhibitor | APP transl inh | FLuc stim CS | TNAP inh noacc | TNAP inh hi DEA | TNAP act hi DEA | RAM inhibit | bIAP act |
| --- | --- | --- | --- | --- | --- | --- | --- | --- |
| O=C(NC1CCCC1)c1cc(-c2cccs2)on1 | 21.3 | -121.2 | 0.7 | -10.8 | -6.1 | 1.1 | 0.3 | 0.8 |
| O=C(CSc1nc2ccccc2c(=O)n1-c1ccccc1F)Nc1ccc2c(c1)CCC2 | 28.7 | 9.2 | 1.1 | -8.8 | -2.9 | 1 | 5.2 | 0.7 |
| O=C(C1CC(c2ccc(F)cc2)=NO1)N1CCN(Cc2ccccc2)CC1 (stereo not given) | 0.5 | -13.8 | 1 | 4.8 | -5.8 | 1.1 | 0.7 | 1 |
